PKM2 activator: qHTS Assay for Activators of Human Muscle isoform 2 Pyruvate Kinase. Pyruvate kinase PKM (Homo sapiens), P14618. purified PKM2, Kinase-Glo ATP luminescence, activation; response scale: 0% is enzyme alone, no compound. Potency, µM (top dose mostly 57.5 µM), for inactives: top-dose activation, most hits filed as activators. 260,000 tested, 0.34% active; note: potency is the fitted concentration of half-maximal effect; % is set by controls: 0 for no effect and ±100 for the full control effect; nearly all actives have a fitted effect of over 55% in size
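Purified hPK-M2 (>95% pure) converted ADP (0.1 mM final) to ATP with 0.5 mM PEP in 50 mM imidazole pH7.2, KCl, MgCl2, Tween 20, BSA; 1 h at room temperature. ATP detected by Kinase-Glo luminescence.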
Chronic BCR inh: qHTS Assay to Find Inhibitors of Chronic Active B-Cell Receptor Signaling. ABC-DLBCL IkBa-CBG/CBR reporter, luminescence ratio, 4 h. Potency, µM (highest dose often 46.1 µM), for the others: at the top dose ratio change, negative = lower green/red ratio, usual class: inhibitors. 340,000 tested, 0.05% active. AID 493014, 2011; active = well fitted inhibition curve with a large enough effect in the signal ratio, with a control signal flat, not every such curve was filed as active; inconclusive = small, poorly fitted or top-dose-only effect, or effect the other way, or a change in a side signal; the % refers to the signal ratio;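 note: potency is the fitted concentration of half-maximal effect; plate controls were basal doxycycline-induced cells for no effect and cells given 10 µM MG132 for full effect; MG132 reads +100%, hits lower the ratio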
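TMD8 ABC-DLBCL cells carrying doxycycline-inducible green luciferase fused to IkappaBalpha plus unfused red luciferase were exposed to compounds (up to 46 uM) for 4 hrs at 37C. Activity came from the overlap-corrected green/red luminescence ratio.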
Integrin act MD: qHTS for Activators of Integrin-Mediated Alleviation for Muscular Dystrophy; 350,000 tested, 0.064% active; Potency, µM (titrated, usually from 38.3 µM), for inactives: at the top dose activation, actives largely listed as activators; alpha7betagal myoblasts, beta-gal FDG fluorescence, 48 h;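 note: potency is the fitted concentration of half-maximal effect; 100% = response of the positive control SU9516; nearly all actives have a fitted effect of over 60% in size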
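alpha7betagal+/- myoblasts (passage 13, 250/well) treated 48 h at 37C with compounds at 1:260 dilution of DMSO stock. Lysed, then beta-galactosidase activity read as FDG fluorescence (ex 480/em 540) after 30 min, with pre-read for autofluorescence.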
GALK inhibitor: qHTS Assay for Inhibitors of Human Galactokinase (GALK). P51570. 270,000 tested, 0.007% active. Potency, µM (titrated, usually from 57.5 µM), inactives show top-dose activity change, negative = inhibition, actives largely listed as inhibitors. Purified GALK, Kinase-Glo residual ATP luminescence; note: potency is the fitted concentration of half-maximal effect; % is set by controls: 0 for no effect and ±100 for the full control effect
Target sequence (P51570 whole entry, looked up): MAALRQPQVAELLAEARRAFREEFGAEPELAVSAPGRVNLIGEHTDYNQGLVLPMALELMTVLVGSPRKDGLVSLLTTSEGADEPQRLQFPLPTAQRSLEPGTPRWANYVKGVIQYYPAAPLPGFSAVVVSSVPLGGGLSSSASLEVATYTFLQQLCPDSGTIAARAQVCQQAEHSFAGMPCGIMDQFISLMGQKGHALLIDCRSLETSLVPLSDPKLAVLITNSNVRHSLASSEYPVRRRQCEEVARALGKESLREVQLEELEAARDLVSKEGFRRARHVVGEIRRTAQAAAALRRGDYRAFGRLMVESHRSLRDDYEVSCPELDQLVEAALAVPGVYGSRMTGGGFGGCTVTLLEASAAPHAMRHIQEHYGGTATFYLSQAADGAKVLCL
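Human GALK (5 nM) with 35 uM ATP and 100 uM galactose in 20 mM HEPES pH 8.0, 5 mM MgCl2, 60 mM NaCl, 1 mM DTT, 0.01% BSA. After 1 h at room temperature, leftover ATP was read by Kinase-Glo Plus luminescence.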
B2AR arrestin: qHTS assay of beta-arrestin-biased ligands of beta2-adrenergic receptor | Potency, µM (series often up to 46.1 µM), for inactives: top-dose activation, actives largely listed as activators | 330,000 tested, 0.02% active | beta-arrestin recruitment to beta2AR, cell-based reporter | Beta-2 adrenergic receptor (Homo sapiens), P07550;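 note: potency is the fitted concentration of half-maximal effect; 0% = DMSO controls and full agonism = EC100 isoproterenol or metaproterenol; nearly all actives have a fitted effect of over 65% in size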
Menin MLL FP TR: qHTS Assay for Inhibitors Targeting the Menin-MLL Interaction in MLL Related Leukemias: Competition With Texas Red Labeled MLL-derived Mutant Peptide | O00255 | Menin + Texas Red MLL mutant peptide, fluorescence polarization | Potency, µM (series often up to 61.6 µM), for inactives: at the top dose FP activity change, negative = inhibition, usual class: inhibitors | 270,000 tested, 0.23% active | AID 1768, 2009; active = well fitted inhibition curve with a large enough effect in the polarisation, with a control signal flat, not every such curve was filed as active; inconclusive = small, poorly fitted or top-dose-only effect, or effect the other way, or a change in a side signal; inactive = no such curve, though single readings can be large or run the other way; the % refers to the polarisation; note: potency is the fitted concentration of half-maximal effect; % of control where 0% means no effect; many of its hits are not listed in these tables
Tb PFK block: qHTS Assay to Find Inhibitors of T. brucei phosphofructokinase; ATP-dependent 6-phosphofructokinase (Trypanosoma brucei brucei), O15648; 330,000 tested, 0.17% active; T. brucei PFK, ADP-Glo luminescence; Potency, µM (series often up to 57.5 µM), without a hit: top-dose activity, negative = inhibition, usual class: inhibitors;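 note: potency is the fitted concentration of half-maximal effect; 0% = uninhibited 1x PFK enzyme wells and -100% = no-enzyme wells; nearly all actives have a fitted effect of over 60% in size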
Target sequence (O15648 whole entry, looked up): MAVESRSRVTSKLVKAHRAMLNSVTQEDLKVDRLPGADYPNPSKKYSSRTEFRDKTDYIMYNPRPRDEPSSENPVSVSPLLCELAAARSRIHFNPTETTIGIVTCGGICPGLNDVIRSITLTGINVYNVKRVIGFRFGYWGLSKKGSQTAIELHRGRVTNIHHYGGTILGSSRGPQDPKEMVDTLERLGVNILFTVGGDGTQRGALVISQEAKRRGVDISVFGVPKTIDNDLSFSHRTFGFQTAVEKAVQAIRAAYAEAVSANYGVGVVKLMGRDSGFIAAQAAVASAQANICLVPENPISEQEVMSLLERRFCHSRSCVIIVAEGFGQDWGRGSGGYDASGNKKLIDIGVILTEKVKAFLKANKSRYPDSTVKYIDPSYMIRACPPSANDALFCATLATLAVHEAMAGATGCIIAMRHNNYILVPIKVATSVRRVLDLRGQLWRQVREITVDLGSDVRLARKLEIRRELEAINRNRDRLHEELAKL
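In TEA buffer at pH 8.0 with 5 mM MgCl2, enzyme (1.25 nM) converted F6P (0.5 mM) and ATP (0.1 mM) for 45 min at room temperature. ADP product was read by luciferase luminescence.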
Coupling enz: qHTS Assay for Inhibitors of Fructose-1,6-bisphosphate Aldolase from Giardia Lamblia: Coupling assay counterscreen | coupling enzyme system counterscreen, AmpLite Red fluorescence | activity change, negative = inhibition, % at 58.2 µM, hits read low | 290,000 tested, 0.67% active; in the data active = activity change below about -30%; note: % is set by controls: 0 for no effect and ±100 for the full control effect
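First, compound is pin-transferred into glyceraldehyde-3-phosphate coupling-enzyme reagent at 57.5 uM final and held 10 min at RT. Next, substrate, coupling system and AmpLite Red are added. After 20 min RT, fluorescence (525/598 nm) is read.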
S-ASM inh: Inhibitors of Secretory Acid Sphingomyelinase (S-ASM): qHTS. Sphingomyelin phosphodiesterase (Homo sapiens), P17405. placental ASM, HMU-PC fluorogenic substrate, 60 min. Potency, µM (top dose mostly 57.5 µM), for the others: at the top dose activity change, negative = inhibition, usual class: inhibitors. 340,000 tested, 0.006% active; note: potency is the fitted concentration of half-maximal effect
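Human placenta-derived ASM enzyme was preincubated with compound for 10 minutes at room temperature, then given fluorogenic substrate HMU-PC0 (9 uM final) for 60 minutes at 37 °C; a pH 10 stop preceded fluorescence reading at Ex 386/Em 447 nm.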
Giardia killer: Small Molecules that selectively kill Giardia lamblia: qHTS | Giardia lamblia trophozoite viability | 340,000 tested, 0.15% active | activity change, % at 7.66 µM, hits read low; in the data active = activity change below about -80%; inconclusive = between about -30% and that limit;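 note: parasites exposed to compound for two days anaerobically before the ATP read; % is set by controls: 0 for no effect and ±100 for the full control effect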
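Giardia trophozoites, 100 cells per well, were exposed to compounds for 48 hrs at 37 deg C under anaerobic conditions; viability was then read as ATP content by bioluminescence after 15-30 min at room temperature.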
TSG101-PTAP inh: qHTS Assay for Iinhibitors of HIV-1 Budding by Blocking the Interaction of PTAP/TSG101; Tumor susceptibility gene 101 protein (Homo sapiens), Q99816; Fluorescence polarization, FITC-PTAP peptide / Tsg101 binding; Potency, µM (highest dose often 115 µM), without a hit: at the highest dose activity change, negative = inhibition, usual class: inhibitors; 340,000 tested, under 10 active; AID 493005, 2010; active = well fitted inhibition curve with a large enough effect in the main read-out, with a control signal flat, not every such curve was filed as active; inconclusive = small, poorly fitted or top-dose-only effect, or effect the other way, or a change in a side signal; inactive = no such curve, though single readings can be large or run the other way; note: potency is the fitted concentration of half-maximal effect; % of control where 0% means no effect
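FP read-out: FITC-PTAP peptide, 50 nM final, binding Tsg101 binding domain, 10 uM final; 20 min, r.t.; 10 mM HEPES pH 7.5, 0.15 M NaCl, 0.01% Tween 20, 3 mM EDTA, 0.1 mM TCEP.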
Active calls of the source: *; [ ] = dose if it differs, or a comment. Unless noted, calls come from the whole dose curve; as a rule, active = well fitted curve in the direction sought with a large enough effect; inconclusive = small, poorly fitted or top-dose-only effect, or another doubt; inactive = no such curve, though single readings can be large; an effect the other way counts as inactive or inconclusive. An excerpt. The share of hits here may be higher or lower than overall.

Screening COc1ccc(CNc2nc(-c3ccccc3)nc3ccccc23)cc1OC returned Chronic BCR inh inconclusive, Integrin act MD -21%, GALK inhibitor 1%, B2AR arrestin -0.5%, Menin MLL FP TR inconclusive, Tb PFK block -2%, Coupling enz 0, S-ASM inh -2%, Giardia killer -8 and TSG101-PTAP inh -2%.
For COc1cccc(CNC(=O)C2CCN(S(=O)(=O)c3ccc(F)cc3)CC2)c1 the results were PKM2 activator inconclusive, Chronic BCR inh 2%, Integrin act MD 9%, GALK inhibitor 2%, B2AR arrestin -0.2%, Menin MLL FP TR 8%, Tb PFK block 0%, Coupling enz 0, S-ASM inh -1%, Giardia killer 10 and TSG101-PTAP inh -6%.
`COc1ccc(OC)c(-c2csc(NC(=O)COC(=O)C3CC3)n2)c1` gave Chronic BCR inh inconclusive, Integrin act MD 2%, B2AR arrestin 0.2%, Tb PFK block 6%, S-ASM inh 9%, Giardia killer -1 and TSG101-PTAP inh 2%.
`O=C(O)Cc1ccc(N=Cc2c(O)ccc3ccccc23)cc1` gave PKM2 activator 9%, Chronic BCR inh -10%, Integrin act MD 0%, GALK inhibitor 0%, B2AR arrestin -0.6%, Menin MLL FP TR 11%, Tb PFK block 25%, Coupling enz -18, S-ASM inh 4%, Giardia killer -20 and TSG101-PTAP inh 12%.
For CSc1ccccc1C(=O)Nc1cc(C)cc(C)c1 the results were PKM2 activator -6%, Chronic BCR inh -3%, Integrin act MD 6%, GALK inhibitor 2%, B2AR arrestin 0.0%, Menin MLL FP TR -8%, Tb PFK block -1%, Coupling enz -9, S-ASM inh 3%, Giardia killer 0 and TSG101-PTAP inh -2%.
`CN(C(=O)CSc1nnc(Cc2cccc3ccccc23)n1N)C1CCS(=O)(=O)C1` (stereo unspecified) gave PKM2 activator 5%, Chronic BCR inh -1%, Integrin act MD -22%, GALK inhibitor -1%, B2AR arrestin 0.0%, Tb PFK block -16%, Coupling enz 1, S-ASM inh 4%, Giardia killer 0 and TSG101-PTAP inh -22%.
COC(=O)C1=C(C)Nc2nnnn2C1c1ccc(Cl)cc1Cl (stereo unspecified) was read as PKM2 activator 10%, Chronic BCR inh -2%, Integrin act MD 8%, GALK inhibitor 0%, B2AR arrestin -0.5%, Menin MLL FP TR -5%, Tb PFK block -3%, Coupling enz 3, S-ASM inh 41%[activator], Giardia killer -2 and TSG101-PTAP inh -6%.
Screening O=S(=O)(NCCC1=CCCCC1)c1ccccc1Br returned Chronic BCR inh 6%, Integrin act MD 4%, B2AR arrestin 0.0%, Tb PFK block 8%, S-ASM inh -4%, Giardia killer 21 and TSG101-PTAP inh 1%.
For O=C(NC1CCCCCC1)c1ccco1 the results were Chronic BCR inh inconclusive, Integrin act MD inconclusive, GALK inhibitor -9%, B2AR arrestin -0.4%, Tb PFK block 4%, S-ASM inh -1%, Giardia killer -6 and TSG101-PTAP inh 6%.
For COC(=O)c1sccc1NC(=O)Cc1ccc(OC)cc1 the results were PKM2 activator 19%, Chronic BCR inh inconclusive, Integrin act MD -4%, GALK inhibitor 0%, B2AR arrestin -0.2%, Menin MLL FP TR 0%, Tb PFK block 0%, Coupling enz -1, S-ASM inh 0%, Giardia killer 8 and TSG101-PTAP inh -4%.
CC1(C)CC(C2N3CC4(C)CN2CC(C)(C3)C4=O)CCO1 (stereo unspecified) was read as PKM2 activator -1%, Chronic BCR inh 3%, Integrin act MD 6%, GALK inhibitor 7%, B2AR arrestin 0.3%, Menin MLL FP TR 14%, Tb PFK block -1%, Coupling enz 2, S-ASM inh 0%, Giardia killer 7 and TSG101-PTAP inh -9%.
For C[C@H]1CN([C@@H](C)CO)C(=O)c2cc(NC(=O)C3CCCCC3)ccc2O[C@H]1CN(C)Cc1ccc(-c2ccccc2)cc1 the results were Chronic BCR inh 0%, Integrin act MD -23%, B2AR arrestin 0.8%, Tb PFK block 0%, S-ASM inh -10%, Giardia killer -10 and TSG101-PTAP inh 1%.
Screening O=C(COC(=O)C1CCN(C(=O)Nc2ccccc2)CC1)NCC(F)(F)F returned PKM2 activator 1%, Chronic BCR inh 9%, Integrin act MD 30%, GALK inhibitor -2%, B2AR arrestin 0.1%, Menin MLL FP TR 2%, Tb PFK block -1%, Coupling enz 2, S-ASM inh -1%, Giardia killer -15 and TSG101-PTAP inh 0%.
`O=C(Nc1nc2ccccc2[nH]1)c1cc2ccccc2o1` gave PKM2 activator 0%, Integrin act MD -7%, GALK inhibitor -1%, B2AR arrestin 0.1%, Menin MLL FP TR inconclusive, Tb PFK block 4%, Coupling enz -4, S-ASM inh 21%, Giardia killer inconclusive and TSG101-PTAP inh 0%.
Screening COc1ccccc1CN1CCCC(C(=O)N(C)Cc2ccccc2)C1 (stereo unspecified) returned PKM2 activator 1%, Chronic BCR inh 0%, Integrin act MD -6%, GALK inhibitor -3%, B2AR arrestin -0.2%, Menin MLL FP TR -1%, Tb PFK block -1%, Coupling enz 0, S-ASM inh 1%, Giardia killer -18 and TSG101-PTAP inh -1%.
`C/C(=N\N=C\c1ccccc1F)c1nnn(-c2nonc2N)c1C` gave PKM2 activator -3%, Chronic BCR inh -1%, Integrin act MD -7%, GALK inhibitor 0%, B2AR arrestin -0.2%, Menin MLL FP TR inconclusive, Tb PFK block 1%, Coupling enz 2, S-ASM inh -2%, Giardia killer 1 and TSG101-PTAP inh 1%.
Screening O=[N+]([O-])c1ccccc1/C=N\Nc1nccs1 returned PKM2 activator -5%, Chronic BCR inh 7%, Integrin act MD -22%, GALK inhibitor -1%, B2AR arrestin -0.6%, Menin MLL FP TR 26%, Tb PFK block 2%, Coupling enz 0, S-ASM inh -3%, Giardia killer -2 and TSG101-PTAP inh -2%.
Screening Cc1nnc(SCC(=O)Nc2cc(-c3cc(C)c(C)cc3C)nn2-c2ccccc2)s1 returned PKM2 activator 3%, Chronic BCR inh inconclusive, Integrin act MD -10%, GALK inhibitor 1%, B2AR arrestin 0.4%, Menin MLL FP TR 19%, Tb PFK block 8%, Coupling enz 2, S-ASM inh -10%, Giardia killer -6 and TSG101-PTAP inh -5%.
Cc1nnc(Nc2ccccc2F)s1 was read as PKM2 activator -3%, Chronic BCR inh -9%, Integrin act MD -16%, GALK inhibitor 5%, B2AR arrestin -0.8%, Tb PFK block -3%, Coupling enz 1, S-ASM inh 6%, Giardia killer 18 and TSG101-PTAP inh 0%.
For CCCCCn1cnc2c(sc3nc4c(cc32)CSC(C)(C)C4)c1=O the results were PKM2 activator -3%, Chronic BCR inh 4%, Integrin act MD 2%, GALK inhibitor -3%, B2AR arrestin -1.1%, Menin MLL FP TR -2%, Tb PFK block -4%, Coupling enz 1, S-ASM inh 4%, Giardia killer 1 and TSG101-PTAP inh -4%.
`Cc1ccc(C)c(-c2nnc(NC(=O)Cc3ccc(F)cc3)o2)c1` gave Chronic BCR inh 1%, Integrin act MD -3%, GALK inhibitor -3%, B2AR arrestin -0.2%, Menin MLL FP TR 17%, Tb PFK block 2%, Coupling enz 0, S-ASM inh -1%, Giardia killer -15 and TSG101-PTAP inh -8%.
`CCOCCn1c(SCCCc2ccccc2)nc2c1c(=O)[nH]c(=O)n2C` gave PKM2 activator 4%, Chronic BCR inh 11%, Integrin act MD 3%, GALK inhibitor 0%, B2AR arrestin -0.5%, Menin MLL FP TR 5%, Tb PFK block -1%, Coupling enz 2, S-ASM inh -4%, Giardia killer 8 and TSG101-PTAP inh 0%.
For CN1C(=O)c2ccc(NC(=O)c3c(F)c(F)c(F)c(F)c3F)cc2C1=O the results were PKM2 activator -2%, Chronic BCR inh inconclusive, Integrin act MD -23%, GALK inhibitor -2%, B2AR arrestin 0.4%, Menin MLL FP TR 5%, Tb PFK block -20%, Coupling enz 1, S-ASM inh -2%, Giardia killer -6 and TSG101-PTAP inh -4%.
Screening CCOC(=O)C1=CN(C)C=C(C(=O)OCC)C1c1ccsc1 returned PKM2 activator 0%, Chronic BCR inh 0%, Integrin act MD 1%, GALK inhibitor -1%, B2AR arrestin -0.1%, Menin MLL FP TR -20%, Tb PFK block -5%, Coupling enz 3, S-ASM inh inactive, Giardia killer -7 and TSG101-PTAP inh -1%.

Source: PubChem
